Pf gamet viab – inhibitors of late stage P. falciparum gametocyte viability; P. falciparum stage V gametocytes, ATP luminescence, 24 h; inhibition, % at 10.9 µM; 150,000 tested, 0.065% active; AID 743093;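 active = inhibition above the mean plus 3 SD of compounds within the control limits, set per campaign, cut at about 38% in these data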;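 note: 0% = DMSO wells and 100% = medium only without gametocytes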
An asterisk follows results filed as active.

entry | mol | Pf gamet viab
1 | Cc1c(NC(=S)NC(=O)c2cccc(Br)c2)c(=O)n(-c2ccccc2)n1C | -14
2 | Cn1c(=O)c2c(nc(CN3CCCCC3)n2CCCc2ccccc2)n(C)c1=O | -10
3 | CC(C)(C)Cc1nnc(NC(=O)c2ccco2)s1 | -10
4 | CC1CCc2[nH]c3ccc(C(=O)O)cc3c2C1 (stereo not drawn) | -12
5 | COc1ccc([C@H]2CC(=O)C=C(c3cc(F)ccc3OC)C2)cc1 | 2
6 | CCCCC[C@H]1CN(CCCC)C(=O)[C@@H]1CC(=O)NCc1ccc(OC)cc1 | -28
7 | COc1ccc(CNC(=O)C2(CC3CC(c4ccccc4)=NO3)CCN(C(=O)C3CCCC3)CC2)cc1 (stereo not drawn) | -11
8 | COc1ccc(-c2sc3ccc(N4CCOCC4)cc3c2C#CCO)cc1 | -9
9 | COc1ccc(S(=O)(=O)n2cnc3ccccc32)cc1 | -3
10 | COCCCn1c(=O)c2sccc2n(Cc2cc(C(=O)OC)ccc2OC)c1=O | 14
11 | COCCNC(=O)C1CC(c2ccccc2C(F)(F)F)=NO1 (stereo not drawn) | 0
12 | Cc1ccccc1-c1cc(C(=O)NCc2cccc(Br)c2)nn1CC1CC(c2cccc([N+](=O)[O-])c2)=NO1 (stereo not drawn) | -21
13 | COc1ccccc1N=Nc1c(C)[nH]n(-c2ccccc2)c1=O | -20
14 | CCCOc1ccc(C2/C(=C(/O)c3ccccc3)C(=O)C(=O)N2CCCN(C)C)cc1OC (stereo not drawn) | -10
15 | Cc1nc2cc(NC(=O)Nc3cccc([N+](=O)[O-])c3)ccc2n1C | 2
16 | COc1cc(OC)cc(-c2c(-c3cccs3)c3cc(-c4ccc5c(c4)OCCO5)ccc3n2C)c1 | -7
17 | Cc1cc(OCCn2ccnc2)cc(C)c1Cl | -28
18 | O=Cc1c(N2CCN(CCO)CC2)nc2ccccn2c1=O | 18
19 | CCOC(=O)c1ccc(C(=O)NNC(=O)C2CC=CCC2)cc1 (stereo not drawn) | 8
20 | CCc1cccc(OCC2Cn3c(nc4c3c(=O)n(C)c(=O)n4C)O2)c1 (stereo not drawn) | 0
21 | CC(C)=CCC[C@](C)(O[C@@H]1O[C@H](CO[C@@H]2OC[C@H](O[C@@H]3OC[C@@H](O)[C@H](O)[C@H]3O)[C@H](O)[C@H]2O)[C@@H](O)[C@H](O)[C@H]1O)C1CC[C@]2(C)C1[C@H](O)CC1[C@@]3(C)CC[C@H](O)C(C)(C)C3[C@@H](O)C[C@]12C (stereo partly drawn) | 21
22 | COc1ccc(-c2sc3cc4c(cc3c2C#Cc2ccc(N)cc2)OCO4)cc1 | 9
23 | Cc1ccc(S(=O)(=O)N(C)c2ccccc2C(=O)Nc2ccc(F)cc2F)cc1 | 0
24 | O=C1CCN(Cc2ccc(O)cc2)CCN1[C@H](CO)Cc1ccccc1 | -20
25 | C=CCn1c(C)c(/C=C/c2cc[n+](C)cc2)c2ccccc21 | -2
26 | C=CC[C@H](CC(=O)N(CCO)Cc1ccccc1)C(=O)N[C@@H](COC(=O)[C@@H](CC=C)CC(=O)OC(C)(C)C)Cc1c[nH]c2ccccc12 | -43
27 | CCN1C(=O)[C@@H]2[C@@H](c3ccc(-c4cccc(Cl)c4)c(OC)c3)N3CCCC[C@@]3(C(=O)OC)[C@@H]2C1=O | 11
28 | CCC(NCc1cccnc1)c1ccc(OC)c(OC)c1 (stereo not drawn) | 10
29 | CCOc1ccccc1N(CC(=O)Nc1ccc(OC)c(OC)c1)S(=O)(=O)c1ccccc1 | 2
30 | CCC(=O)N(Cc1cc2cc(OC)ccc2[nH]c1=O)c1ccc(C)cc1 | -46
31 | COc1ccc(C(=O)c2c3ccccc3[n+]([O-])n2Cc2ccc(C(N)=O)cc2)cc1 | -7
32 | CCN1C[C@@H]2[C@@H]3C(=O)N(C)C(=O)[C@@H]3[C@](CC)(C1=O)N2C(=O)c1ccc(C)cc1 | -11
33 | CC(=O)Oc1cccc(N2C(=O)c3cccc4c([N+](=O)[O-])ccc(c34)C2=O)c1 | -10
34 | O=C(NCc1ccccc1Cl)c1cc2ccccc2oc1=O | 3
35 | Cc1coc2c(C)c3oc(=O)c4c(c3cc12)CCCC4 | 16
36 | CCOC(=O)N1CCN(C(=O)c2ccc([N+](=O)[O-])cc2Cl)CC1 | -9
37 | COc1ccc(C(=O)Nc2nnc(CCc3ccccc3)s2)c(OC)c1 | 0
38 | COc1cccc(/C=C2\SC(=S)N(CCC(=O)Nc3ccc(O)cc3)C2=O)c1 | 5
39 | O=C(CN1CCN(S(=O)(=O)c2ccccc2)CC1)Nc1ccc(Cl)cn1 | 5
40 | CCCN1CCC(=O)N(CCOc2ccccc2)CC1 | 5
41 | CCc1ccccc1NC(=O)C1C2C=CC(O2)C1C(=O)O (stereo not drawn) | 19
42 | O=C(Nc1cc(Br)ccc1O)C1CC(c2c(F)cccc2Cl)=NO1 (stereo not drawn) | -1
43 | COc1ccc(-c2oc3ccccc3c2C#CC(C)(C)O)cc1 | 5
44 | CC[C@@]12C(=O)N(c3ccc(C)cc3)C(=O)N1[C@H](c1ccc(Br)cc1)[C@@H]1C(=O)N(C(C)(C)C)C(=O)[C@@H]12 | 13
45 | CCc1ccc([C@@H]2CC=C(C(=O)O)[C@H](c3ccc(Cl)cc3)N2S(=O)(=O)c2ccc(C)cc2)cc1 | 8

Arranged by formula weight (lowest first): some entries from above
entry | mol | Pf gamet viab
3 | CC(C)(C)Cc1nnc(NC(=O)c2ccco2)s1 | -10
13 | COc1ccccc1N=Nc1c(C)[nH]n(-c2ccccc2)c1=O | -20
2 | Cn1c(=O)c2c(nc(CN3CCCCC3)n2CCCc2ccccc2)n(C)c1=O | -10

(next part)
entry | mol | Pf gamet viab
46 | CCCCNC(=O)c1onc(CSc2cc(C)cc(C)c2)c1C(=O)NCCCC | 7
47 | COc1ccccc1/C=N/NC(=O)c1ccc(C)nc1 | 6
48 | O=C1NC(O)(c2ccccc2)Oc2ccccc21 (stereo not drawn) | -10
49 | CCC(C)(C)NC(=O)C(OC(=O)c1ccco1)c1ccccc1F (stereo not drawn) | -9
50 | COCC(=O)N(Cc1cc2cc(C)ccc2[nH]c1=O)c1cccc(C)c1C | 0
51 | COc1ccc(OC)c(NC(=O)CN2C(=O)COc3ccc(C)cc32)c1 | -4
52 | CN(C)c1cc[n+](CC(=O)Nc2ccc(Cl)cc2)cc1 | -2
53 | COc1ccc(C(=O)NC2CC3CCCC(C2)N3Cc2ccccc2)c(OC)c1 (stereo not drawn) | 7
54 | C=C[C@@H]1c2ccccc2N(S(=O)(=O)c2ccc(C)cc2)[C@H](c2ccccc2C(F)(F)F)C1(C#N)C#N | 14
55 | O=P(c1ccccc1)(c1ccccc1)c1ccc(O)cc1 | 13
56 | COc1cccc(OCC(=O)Nc2cc(NC(=O)COc3cccc(OC)c3)cc(C(=O)O)c2)c1 | 3
57 | COc1ccc(NC(=O)C2CCCN(S(C)(=O)=O)C2)c(OC)c1 (stereo not drawn) | 4
58 | Cc1ccc(C(=O)NCCC(=O)N2CCCC2)cc1 | -21
59 | CC[C@@]12C(=O)N(c3ccccc3)C(=O)N1[C@H](c1ccc(Br)cc1)[C@@H]1C(=O)N(C(C)(C)C)C(=O)[C@@H]12 | -6
60 | CCN(CC)S(=O)(=O)c1ccc(OC)c(NC(=O)c2cccc([N+](=O)[O-])c2C)c1 | 20

The final 6 compounds of the section above lead into the next.
entry | mol | Pf gamet viab
55 | O=P(c1ccccc1)(c1ccccc1)c1ccc(O)cc1 | 13
56 | COc1cccc(OCC(=O)Nc2cc(NC(=O)COc3cccc(OC)c3)cc(C(=O)O)c2)c1 | 3
57 | COc1ccc(NC(=O)C2CCCN(S(C)(=O)=O)C2)c(OC)c1 (stereo not drawn) | 4
58 | Cc1ccc(C(=O)NCCC(=O)N2CCCC2)cc1 | -21
59 | CC[C@@]12C(=O)N(c3ccccc3)C(=O)N1[C@H](c1ccc(Br)cc1)[C@@H]1C(=O)N(C(C)(C)C)C(=O)[C@@H]12 | -6
60 | CCN(CC)S(=O)(=O)c1ccc(OC)c(NC(=O)c2cccc([N+](=O)[O-])c2C)c1 | 20
61 | CC[C@@]1(c2ccccc2C)C(=O)N(C(=O)OC)N1C(=O)OC | 15
62 | CCOC(=O)C1(CCOc2ccccc2)CCN(Cc2ccc(OCCO)cc2)CC1 | -7
63 | Cc1cccc(N(C)c2ncnc3onc(-c4ccc(F)cc4)c23)c1C | -9
64 | CN1C(=O)c2ccc(Oc3ccccc3)cc2C1=O | -24
65 | CCCn1c(=O)c(C(=O)Nc2cccc(C)c2)c(O)c2ccccc21 | 6
66 | CC(C)(C(=O)N[C@H](CO)c1ccccc1)C(=O)N[C@H](CO)c1ccccc1 | 21
67 | CCOC(=O)c1c[nH]c2ccc3ccccc3c2c1=O | 14
68 | c1ccc(NC2=NCCN2CC2CCCC2)cc1 | 9
69 | CCn1c(NCc2ccc(OC)cc2)nc2ccccc21 | -5
70 | CCS(=O)(=O)N1CCC(NC(=O)C(Cc2cccc(OC)c2OC)NC(C)=O)CC1 (stereo not drawn) | -10
71 | COc1cc(Cc2nccc3cc(OC)c(OC)cc23)c(NC(C)=O)cc1OC | 14
72 | CC(C)(C)[C@H]1CCC(=O)N([C@H](CN=[N+]=[N-])Cc2ccccc2)CC1 | -3
73 | O=[N+]([O-])c1ccc(CNCc2cc(Cl)ccc2O)cc1 | 11
74 | CCc1ccc(S(=O)(=O)N2CCN(C(=O)c3cccnc3)CC2)cc1 | 11
75 | COc1cccc(CNCc2ccccc2Br)c1OC | 8
76 | Cc1ccc2c(=O)n3c(nc2c1)C(CC(C)C)NC(=O)c1ccc(Cl)cc1-3 (stereo not drawn) | 0
77 | COc1ccc(N(C=O)C(C(=O)Nc2c(C)cccc2C)c2ccccc2)cc1 (stereo not drawn) | -19
78 | C/C(CC(=O)Nc1ccc(N(C)C)cc1)=N\NC(=O)c1ccc(Cl)cc1Cl | 7
79 | CCOc1cc(/C=N/NC(=O)N/N=C/c2ccc(O)c(OCC)c2)ccc1O | -7
80 | CC(C)(C)OC(=O)NCCCCCNC(=O)c1nc[nH]c1C(=O)N1CCN(C(=O)OC(C)(C)C)CC1 | 17
81 | C[C@H](CO)N1C[C@H](C)[C@@H](CN(C)C(=O)Nc2ccccc2)Oc2c(NS(=O)(=O)c3ccc(F)cc3)cccc2C1=O | 22
82 | C/C(CC(=O)Nc1ccc(N(C)C)cc1)=N\NC(=O)c1ccc(F)cc1 | 9
83 | O=C(Nc1cccc(C(F)(F)F)c1)OCc1ccncc1 | 9
84 | COc1cc(-c2noc(C)c2/C=C/c2ccc(OC(C)=O)cc2)cc(OC)c1OC | 3
85 | Cc1ccc(OCC(O)CN2CCOCC2)cc1 (stereo not drawn) | -4
86 | O=C(O)c1cc(O)ccc1NC(=O)C(c1ccccc1)c1ccccc1 | 17
87 | CSc1ccccc1C(=O)Nc1ncn[nH]1 | 16
88 | O=S(=O)(c1ccc2ccccc2c1)N1CCN(S(=O)(=O)c2c(F)cccc2F)CC1 | 3
89 | CCOC(=O)C1=C(C)N=c2sc(=C(C)C)c(=O)n2C1c1ccc(N(C)C)cc1 (stereo not drawn) | 22
90 | COc1ccc(S(=O)(=O)N2CCC(Cc3ccccc3)CC2)cc1C(N)=O | 7
91 | COC(=O)c1nn2c(C(F)(F)F)cc(-c3ccc(Br)o3)nc2c1Br | -15
92 | CC1(C)O[C@@H]2[C@H](O1)[C@@H](COS(=O)(=O)O)O[C@H]2n1ccc(=O)[nH]c1=O | 0
93 | CCOC(=O)C1CCN(C(=O)c2cc3cc(C)ccc3[nH]2)CC1 | 17
94 | O=C(C[C@@H]1C/C=C\C[C@H](NC(=O)OCC2c3ccccc3-c3ccccc32)C(=O)OC[C@@H]2CCCN2C1=O)N[C@H](CO)Cc1ccccc1 | -4
95 | CCOc1ccc(NC(=O)CSc2nnc(C)n2CC)cc1 | 21
96 | CCC(C)C(=O)Nc1ccc(S(=O)(=O)N2CCCC2)cc1 (stereo not drawn) | 12
97 | CCOC(=O)c1c(NC(=O)c2cccs2)sc(C(=O)N2CCOCC2)c1C | -16
98 | CCOc1ccc(Cn2c(=O)oc3ccccc32)cc1 | 18
99 | O=C(NCCN1CCOCC1)c1ccccc1Cl | -70
100 | COc1ccc(CNC(=O)[C@@H]2CC=C[C@@H]3CCN(C4CC4)C(=O)[C@@H]32)cc1 | 14
101 | Cc1ccc(OCC(=O)NC(C)c2ccccc2)cc1 (stereo not drawn) | 4
102 | COc1ccc(-c2sc3cc(OC)c(OC)cc3c2C#CC2(O)CCCCC2)cc1 | -38
103 | O=C(NCCNC(=O)C(F)(F)F)c1ccncc1 | 3
104 | CC(C)N1CC(C(=O)Nc2ccc(Cl)c([N+](=O)[O-])c2)CC1=O (stereo not drawn) | -29
105 | C=CCc1ccccc1Oc1cc(F)nc(N)n1 | 0
106 | O=C(O)c1ccccc1C(=O)Nc1nc(-c2ccccc2)cs1 | 4
107 | CCC(C)CCN1CCN=C1N(C)C (stereo not drawn) | 4
108 | COc1ccccc1-n1c(SCC(=O)N(C)C)nnc1-c1ccco1 | 19
109 | COc1cc(OC)cc(-c2c(C#Cc3ccsc3)c3cc(-c4ccc(SC)cc4)ccc3n2C)c1 | 4
110 | COc1cccc(-c2sc3ccccc3c2-c2ccc(OCCN3CCCC3)cc2)c1 | 4
111 | COc1cc(/C=C2/C(=O)N(C)C(=S)N2C)ccc1OCc1cccc(F)c1 | 2
112 | Cn1c2ccccc2c2nnc(SCC(=O)Nc3ccccc3F)nc21 | 16
113 | CC(Nc1nc(-c2ccc(F)cc2)cs1)c1nc2cc(C(F)(F)F)ccc2n1CCCO (stereo not drawn) | 11
114 | CC(=O)N1N=C(c2ccco2)CC1c1ccco1 (stereo not drawn) | 23
115 | CCOC(=O)c1c(C)oc2cc(Sc3ccccc3)c(O)c(O)c12 | -16
116 | C=CCC[C@H](Cc1ccc(F)cc1)C(=O)OC[C@H](Cc1c[nH]c2ccccc12)NC(=O)[C@@H](CC=C)CC(=O)N[C@H](CO)Cc1ccccc1 | -7
117 | O=S(=O)(c1ccc2c(c1)OCCO2)N1C[C@@H]2C[C@H]1CN2S(=O)(=O)c1c(F)cccc1F | 3
118 | Cc1c(C(=O)NC(=S)Nc2ccc(NC(=O)c3cccs3)cc2)cccc1[N+](=O)[O-] | -4
119 | O=C(Nc1ccccc1F)c1ccc(CN2CCc3ccccc3C2)cc1 | 7
120 | c1ccc(Nc2nc(NCCN3CCOCC3)nc(Nc3ccccc3)n2)cc1 | 5
121 | Cn1c(OCc2cccnc2)nc2c1c(=O)n(Cc1ccc(Cl)cc1)c(=O)n2C | -14

High-throughput results: PubChem, The Scripps Research Institute Molecular Screening Center

These rows are one share of the data; the hit share may differ from the screen's.
